mIAP act: mouse IAP activation; activation factor at 10 µM; AID 2805; 330,000 tested, 0.24% active; muIAP, CDP-Star luminescence, 30 min; active compounds read high; 1 = vehicle-only enzyme signal, 0 = enzyme-free wells;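 active = activation factor of at least 2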; also: the source names both 10 and 20 µM as test concentration; values of inactives mirror those of a sister screen read the other way
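Assay system: mouse IAP enzyme / Compound: DMSO-dissolved test compounds / Timing: 30 min, room temperature / Measured by: luminescence from enzymatic CDP-Star hydrolysis / Control set: DMSO-only wells, enzyme-free buffer wells as negative control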
hIAP inh: blocks human intestinal alkaline phosphatase; P09923; 330,000 tested, 0.12% active; purified IAP, CDP-Star luminescence, 30 min; AID 2544; inhibition, % at 10 µM;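 active = inhibition reaching a set limit with compound at 10 µM in the primary screen, cut at about 35% in these data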;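 also: plate controls were DMSO wells with enzyme for no effect and no-enzyme buffer wells for full effect; values of inactives mirror those of a sister screen read the other way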
NR3A LBD binder: NR3A (human) ligand-binding domain modulation; NR3A LBD differential scanning fluorimetry, Tm shift; 0% = protein alone, 100% = glycine-bound protein; Tm shift relative to glycine control, % at 25 µM; 340,000 tested, 2.5% active; AID 1259313;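 active = melting temperature shift of at least 10% of the positive control shift, at one fixed dose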
APOBEC3A inh: inhibitors of human APOBEC3A DNA deaminase. P31941. recombinant A3A, FAM/TAMRA ssDNA deamination fluorescence. inhibition, % at 20 µM. 330,000 tested, 0.41% active;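 active = at least 40% inhibition at 20 µM here, with at most 30% in a related deaminase screen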;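 also: plate controls were A3A with DMSO for no effect and wells lacking A3A enzyme for full effect; some results filed as inactive read as strong as hits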
Target sequence (P31941 whole entry, looked up): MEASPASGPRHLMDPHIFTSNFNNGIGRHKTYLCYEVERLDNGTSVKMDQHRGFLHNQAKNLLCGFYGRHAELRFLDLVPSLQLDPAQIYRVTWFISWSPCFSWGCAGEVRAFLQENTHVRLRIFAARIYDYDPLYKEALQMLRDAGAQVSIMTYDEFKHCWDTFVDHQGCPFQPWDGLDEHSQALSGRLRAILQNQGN
hIAP activ: increases human intestinal alkaline phosphatase activity. P09923. purified human IAP, CDP-Star luminescence, 30 min; active compounds read high; 1 = vehicle-only enzyme, 0 = enzyme-free background. activation factor at 10 µM. 330,000 tested, 0.16% active. AID 2524;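 active = activation factor of the enzyme at least 2-fold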; also: the source names both 10 and 20 µM as test concentration; values of inactives mirror those of a sister screen read the other way
beta cell repl: inducers of beta-cell replication in MIN6 cells; MIN6 cells proliferation, ATPlite luminescence, 48 h; cells starved in 0.2% serum; 100% = growth in 10% serum; proliferation, % at 10 µM; 330,000 tested, 0.29% active; AID 2380;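 active = compounds whose signal lies at least 3.5 SD above the mean of all wells on their plate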;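 also: 0% = DMSO-treated cells in low-serum medium and 100% = 10% serum control; some compounds called inactive have numbers as strong as hits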
APOBEC3G inh: APOBEC3G (human) deaminase inhibition; Q9HC16; recombinant A3G, ssDNA deamination FAM/TAMRA fluorescence; inhibition, % at 20 µM; 330,000 tested, 0.28% active;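 active = inhibition of at least 40% at 20 µM, with no more than 30% in the related APOBEC3A deaminase screen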;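 also: plate controls were DMSO wells with A3G for no effect and wells lacking A3G enzyme for full effect; some compounds called inactive have numbers as strong as hits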
Target sequence (Q9HC16 whole entry, looked up): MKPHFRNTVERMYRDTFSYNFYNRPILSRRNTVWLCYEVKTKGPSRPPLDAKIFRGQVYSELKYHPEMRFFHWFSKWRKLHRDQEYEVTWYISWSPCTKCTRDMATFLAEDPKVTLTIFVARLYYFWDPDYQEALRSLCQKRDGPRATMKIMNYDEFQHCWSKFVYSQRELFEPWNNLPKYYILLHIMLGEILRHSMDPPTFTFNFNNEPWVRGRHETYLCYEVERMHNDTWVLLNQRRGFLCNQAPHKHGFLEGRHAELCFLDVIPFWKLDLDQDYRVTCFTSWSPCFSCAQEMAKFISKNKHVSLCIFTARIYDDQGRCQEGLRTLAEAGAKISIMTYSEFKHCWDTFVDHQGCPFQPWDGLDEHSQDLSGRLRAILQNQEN
MPTP inh: inhibitors of mitochondrial permeability transition pore; inhibition, % at 10 µM; 360,000 tested, 1.4% active; AID 602449; isolated mouse mitochondria, Ca2+ swelling absorbance, 30 min;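 active = inhibition of 50% or more, scaled per plate between neutral and stimulator controls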;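 also: 0% = DMSO wells given calcium and 100% = 1 mM EGTA wells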
mIAP inh: blocks mouse intestinal alkaline phosphatase. purified mouse IAP, CDP-Star luminescence, 30 min. inhibition, % at 10 µM. 330,000 tested, 0.2% active. AID 2806;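 active = inhibition of at least 40% at 10 µM in the primary screen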;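 also: plate controls were DMSO with enzyme for no effect and no enzyme wells for full effect; values of inactives mirror those of a sister screen read the other way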
Numbers without * were called inactive; . = not tested or not shown.

The opening 3 entries (preview)
No.	compound	mIAP act	hIAP inh	NR3A LBD binder	APOBEC3A inh	hIAP activ	beta cell repl	APOBEC3G inh	MPTP inh	mIAP inh
1	CCN1CCN(CCCNC(=O)c2cc3cc4ccc(OC)cc4nc3o2)CC1	1.1	8	-4	9	0.93	0	3	-0.6	-6
2	CC1(C)N=C(c2ccccn2)C(C)(C)N1O	0.9	8	-3	3	0.92	-2	3	-0.2	10
3	Cc1c(C)n(-c2ccccc2)c2ncnc(NCCN(C)C)c12	0.98	5	6	-7	0.95	3	11	0.3	2

The whole of this part, repeating the preview:
No.	compound	mIAP act	hIAP inh	NR3A LBD binder	APOBEC3A inh	hIAP activ	beta cell repl	APOBEC3G inh	MPTP inh	mIAP inh
1	CCN1CCN(CCCNC(=O)c2cc3cc4ccc(OC)cc4nc3o2)CC1	1.1	8	-4	9	0.93	0	3	-0.6	-6
2	CC1(C)N=C(c2ccccn2)C(C)(C)N1O	0.9	8	-3	3	0.92	-2	3	-0.2	10
3	Cc1c(C)n(-c2ccccc2)c2ncnc(NCCN(C)C)c12	0.98	5	6	-7	0.95	3	11	0.3	2
4	Cc1nc(-c2ccc(Cl)cc2)sc1C1(C)CC(c2ccccc2)=NO1 (centres undefined)	1	7	-6	-3	0.93	-3	-7	0.9	0
5	CC(=O)C1=C(C)NC(SCC(=O)c2ccc(Cl)cc2)=C(C#N)C1CC(C)C (centres undefined)	0.87	-4	2	-5	1	-4	22	0.9	13
6	CC1CCCN(c2oc(-c3cccc4ccccc34)nc2C#N)C1 (centres undefined)	1.3	-18	1	-1	1.2	0	-3	1.2	-29
7	O=C(Oc1ccccc1C(=O)N1CCOCC1)c1cccc(Br)c1	1	9	-2	-4	0.91	-2	-7	-1.8	0
8	CN(C)c1ccc(-c2noc(-c3ccccc3O)n2)cc1	0.88	-2	-4	-3	1	-1	-4	0.8	12
9	O=C(O)c1cc(=O)[nH]c2c(Cl)cccc12	0.88	2	0	-4	0.98	-4	-16	-1.6	12
10	O=C(N/N=C/c1c[nH]c2ccccc12)c1cc(Cl)ccc1O	0.95	4	36*	-6	0.96	2	-11	0.2	5
11	Cc1onc(C(=O)N2CCN(C(c3ccccc3)c3ccccc3)CC2)c1[N+](=O)[O-]	0.82	6	-1	-1	0.94	-7	-1	-0.7	18
12	O=C(CCN1C(=O)NC2(CCCC2)C1=O)Nc1cccc(S(=O)(=O)N2CCOCC2)c1	1.1	-12	1	-3	1.1	-1	-6	-1.8	-14
13	O=C(CCc1nc2ccccc2c(=O)[nH]1)NNC(=O)c1ccc(Cl)cc1	0.93	-16	2	1	1.2	0	0	-0.5	8
14	CCOC(=O)C1=NNC2C(=O)N(Cc3ccccc3)C(=O)C12 (centres undefined)	0.93	4	1	-3	0.96	0	-6	0.2	7
15	COc1ccc(Cl)cc1NC(=O)c1cc(C)no1	0.99	9	-2	26	0.91	-2	2	0.8	1
16	CCCC/C(O)=C1\C(=O)CCCC1=NCCc1c(C)[nH]c2ccc(OC)cc12	0.94	2	1	1	0.98	0	-2	1.0	6
17	CCOC(=O)C1CCCN(c2c(NCCC(C)C)c(=O)c2=O)C1 (centres undefined)	0.96	15	1	4	0.85	3	2	1.1	4
18	O=C(NCC1CCCCC1)c1cc([N+](=O)[O-])ccc1N1CCOCC1	0.97	0	-2	0	1	6	-3	0.4	3
19	CCOC(=O)CNC(=O)COc1coc(CN2CCN(Cc3ccccc3)CC2)cc1=O	1.1	-28	2	4	1.3	0	-2	1.5	-8
20	Cc1ccc(S(=O)(=O)NCc2csc(C)n2)c(C)c1	0.92	3	4	1	0.97	-1	1	-6.2	8
21	COCCCNC(=O)c1c(NC(=O)C2COc3ccccc3O2)sc2c1CCCC2 (centres undefined)	1.1	-11	5	0	1.1	2	-3	-1.2	-7
22	COc1ccc(-c2nc(N)ncc2-c2ccccc2OC)c(O)c1	0.98	21	2	-4	0.79	2	-6	0.9	2
23	C[N+](C)(C)CCCN1C(=O)CCCC1=O	0.91	2	0	58	0.98	-2	46	-4.1	9
24	CC(Sc1n[nH]c(=O)[nH]c1=O)C(=O)OCc1ccccc1 (centres undefined)	1	-1	1	-21	1	-3	-8	-2.4	-4
25	Cc1ccc([N+](=O)[O-])cc1Nc1nc(N2CCOCC2)nc(N2CCOCC2)n1	1	4	-3	-2	0.96	-2	-6	-0.8	-2
26	CC(C)(C)NC(=O)CN(CCN1CCOCC1)C(=O)CNS(=O)(=O)c1ccc(Cl)cc1	1	-10	0	-1	1.1	-1	-6	-0.8	-4
27	CCC(Cc1ccccc1)NC(=O)Cn1cccc1C(=O)c1ccccc1 (centres undefined)	0.88	8	0	-6	0.92	16*	-6	0.8	12
28	COc1ccc(NC(=O)C2CCC(CNS(=O)(=O)c3cccs3)CC2)cc1OC (centres undefined)	1	-1	-1	-2	1	1	-10	-0.2	-3
29	Cc1ccc(N=Nc2ccc(O)c(/C=N\NC(=O)c3ccc(N)cc3)c2)cc1C	0.76	0	1	22	1	-5	11	1.6	24
30	Cc1ccc(C)c(S(=O)(=O)NCC(c2ccco2)N2CCc3ccccc3C2)c1 (centres undefined)	1.1	-26	.	-3	1.3	-7	-4	0.5	-6
31	NS(=O)(=O)c1ccc(CCNC(=O)c2ccco2)cc1	1.1	6	1	6	0.94	-3	-5	-0.6	-6
32	CCCn1c(O)c(N=NC(=O)c2ccco2)c2ccccc21	0.92	2	2	-5	0.98	3	-8	1.8	8
33	O[C@@H]1CN(Cc2ccccc2Cl)CC[C@H]1N1CCOCC1	1.1	12	3	-4	0.88	-3	-1	-0.4	-12
34	CN(CC(=O)Nc1ccc(S(=O)(=O)N(C)C)cc1)Cc1ccc(C(F)(F)F)cc1	1.1	5	-3	1	0.95	-1	-4	2.5	-9
35	COc1ccc(-n2nnnc2-c2cccc(OC)c2)cc1	1.1	5	-4	-2	0.95	-2	-2	-0.7	-10
36	Cc1nnc(SC(C)C(=O)Nc2c(C)n(C)n(-c3ccccc3)c2=O)n1N (centres undefined)	1.1	2	0	5	0.98	2	-1	-0.5	-6
37	COc1ccc(C)cc1NC(=O)CCNS(=O)(=O)c1ccc2c(c1)CCC(=O)N2	0.95	-2	0	-6	1	2	-9	-1.2	5
38	O=C(CSCc1ccccc1)N1CCN(C(=O)c2ccco2)CC1	0.79	14	0	-2	0.86	-3	-3	-1.3	21
39	COc1ccc2[nH]c(C(=O)Nc3ccccc3Cl)cc2c1	1.1	-4	1	-2	1	-1	-3	.	-14
40	O=C(CSc1ncnc2c1nnn2Cc1ccc(F)cc1)NCC1CCCO1 (centres undefined)	0.95	4	2	-2	0.96	1	-7	0.9	5
41	Cc1ccc(N(C(=O)c2sc(C)nc2C)C(C(=O)NCc2ccco2)c2ccccc2)cc1 (centres undefined)	1.1	1	-1	-1	0.99	1	8	0.3	-6
42	COC(=O)c1ccc(Oc2nc(N(C)C)nc(N3CCOCC3)n2)cc1	1	2	-1	0	0.98	1	0	1.3	0
43	O=[n+]1c2c(n([O-])c3c1CCCC3)CCCC2	0.94	15	1	4	0.85	-1	1	-0.3	6
44	COc1ccc(N2CC(C(=O)N[C@@H](C)C(=O)NCCc3ccccc3)CC2=O)cc1 (some centres undefined)	0.98	-21	0	-3	1.2	2	-4	-2.2	2
45	CCOc1ccc(N)cc1OC	0.99	1	0	-1	0.99	-1	-4	0.5	1
46	c1ccc(Cn2c[n+](Cc3ccccc3)c3ccccc32)cc1	0.91	-18	0	-5	1.2	-5	-7	-0.1	9
47	CS/C(=N/S(=O)(=O)c1ccc(C)cc1)c1ccccc1	1	9	-4	-4	0.91	-3	-8	-11	-4
48	Cc1ccc2cc(C)c(N3CCC(C)CC3)nc2c1	0.93	-12	4	-3	1.1	0	-5	8.0	7
49	CC1(C)CC(=O)C(C2C3=C(CC(C)(C)CC3=O)Oc3ccc4ccccc4c32)C(=O)C1 (centres undefined)	1	-9	0	0	1.1	-1	-1	-0.5	-3
50	COC(=O)c1ccc(CNC(=O)Cn2cnc(C(=O)Nc3ccc(C)c(C)c3)n2)cc1	1.1	.	4	6	.	.	-1	0.7	-8

7 compounds from above, reduced to mIAP act, hIAP inh and NR3A LBD binder.
| item | canonical_smiles | mIAP act | hIAP inh | NR3A LBD binder |
| --- | --- | --- | --- | --- |
| 40 | O=C(CSc1ncnc2c1nnn2Cc1ccc(F)cc1)NCC1CCCO1 (centres undefined) | 0.95 | 4 | 2 |
| 41 | Cc1ccc(N(C(=O)c2sc(C)nc2C)C(C(=O)NCc2ccco2)c2ccccc2)cc1 (centres undefined) | 1.1 | 1 | -1 |
| 42 | COC(=O)c1ccc(Oc2nc(N(C)C)nc(N3CCOCC3)n2)cc1 | 1 | 2 | -1 |
| 43 | O=[n+]1c2c(n([O-])c3c1CCCC3)CCCC2 | 0.94 | 15 | 1 |
| 44 | COc1ccc(N2CC(C(=O)N[C@@H](C)C(=O)NCCc3ccccc3)CC2=O)cc1 (some centres undefined) | 0.98 | -21 | 0 |
| 45 | CCOc1ccc(N)cc1OC | 0.99 | 1 | 0 |
| 46 | c1ccc(Cn2c[n+](Cc3ccccc3)c3ccccc32)cc1 | 0.91 | -18 | 0 |

The list goes on.
No.	compound	mIAP act	hIAP inh	NR3A LBD binder	APOBEC3A inh	hIAP activ	beta cell repl	APOBEC3G inh	MPTP inh	mIAP inh
51	CSc1cccc(NS(=O)(=O)c2ccc3c(c2)oc(=O)n3C)c1	1	-6	-24	-2	1.1	-4	-6	-2.3	-2
52	COc1cc(-c2noc(C)c2C(=O)NCCCN2CCOCC2)cc(OC)c1OC	1.1	4	2	-4	0.96	-2	-11	0.1	-15
53	Cc1cc(C)cc(NCC(=O)Nc2c(C)cccc2C)c1	1	10	0	0	0.9	-2	-2	3.3	0
54	CCOC(=O)C(=O)/C(=C\N(C)C)c1onc(-c2ccccc2Cl)c1C(=O)OC	1.1	-14	-1	-5	1.1	-2	-8	2.2	-6
55	CN(C(=O)CSc1nnc(-c2ccco2)n1Cc1ccccc1)C1CCS(=O)(=O)C1 (centres undefined)	0.97	16	1	0	0.83	-2	-10	-0.3	3
56	CC(C)n1nnnc1SCC(=O)NCc1ccc2c(c1)OCO2	1	3	0	3	0.97	-1	-3	-1.4	-3
57	CCC(CC)NC(=O)/C=C/c1cccc([N+](=O)[O-])c1	1.1	-6	-1	-1	1.1	2	-8	-0.4	-9
58	COc1ccc(S(=O)(=O)n2cnc(C)c2)cc1	1.1	-7	2	-3	1.1	0	-7	-0.2	-12
59	COc1ccc(OC(=O)c2c(C)nn(-c3ccccc3)c2C)cc1	0.98	-37	1	1	1.4	11	2	0.7	2
60	Nc1c(N(CCCO)C(=O)C2CCCC2)c(=O)[nH]c(=O)n1Cc1ccccc1	1.1	-3	1	-1	1	-4	-2	-0.7	-11
61	CCNC(=S)N=Nc1c(O)n(Cc2ccc(Cl)cc2)c2ccccc12	0.88	-12	-4	-3	1.1	0	38	-1.0	12
62	Cc1cc2c3c(c1)C1(C(=O)N3C(C)(C)CC2C)C(C#N)=C(N)Oc2n[nH]c(C)c21 (centres undefined)	0.97	-4	0	-2	1	6	-6	-0.4	3
63	N#Cc1cccc(N=c2ssnc2Cl)c1	0.91	-8	27*	2	1.1	-5	74*	.	9

Source: PubChem (Sanford-Burnham Center for Chemical Genomics)

This is a random part of the collection. About 5% of those tested had a hit in this group.
